hcDAF-12 act: H. contortus DAF-12 nuclear receptor activators, primary screen, cell-based, luminescence, HEK293, lit1-tk-luc reporter. activation, % at 6.8 µM. AID 652067, 2013. HEK293 hcDAF-12 lit1-tk-luc reporter; 0% DMSO, 100% Δ7-dafachronic acid. 370,000 compounds, 1.4% hits;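 active = activation above the mean of all tested compounds plus 3 SD, cut at about 5.5% in these data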;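 note: 100% = response to 3 µM Δ7-dafachronic acid high control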
DAX1 inh-1: DAX1 (NR0B1) inhibitors, primary screen, cell-based, HEK293, Gal4-DAX1, luciferase luminescence | Nuclear receptor subfamily 0 group B member 1 (Homo sapiens), P51843 | HEK293 Gal4-DAX1 luciferase reporter | inhibition, % at 6.75 µM | 340,000 compounds, 0.99% hits | AID 504766, 2011;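 active = inhibition above the mean over all tested compounds plus 3 SD, cut at about 4.2% in these data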;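 note: 0% = DAX1-transfected cells with DMSO and 100% = empty-vector control cells with DMSO; inhibition shows as a rise in luminescence from relieved DAX1 repression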
ADAM17 inh: ADAM17 inhibitors, primary screen, biochemical, QFRET; Disintegrin and metalloproteinase domain-containing protein 17 (Homo sapiens), P78536; recombinant ADAM17, EDANS/DABCYL FRET peptide cleavage; inhibition, % at 6.95 µM; 370,000 compounds, 0.83% hits;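 active = inhibition above the mean of compounds lying between control limits plus 3 SD, set per campaign, cut at about 8.5% in these data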;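 note: 0% = DMSO-only wells as the low control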
ssDAF-12 act: S. stercoralis DAF-12 nuclear receptor activators, primary screen, cell-based, luminescence, HEK293, GRIP1 co-expression, lit1-tk-luc; Nuclear hormone receptor DAF-12 (Strongyloides stercoralis); HEK293 ssDAF-12/GRIP1 lit1-tk-luc reporter; % of 3 µM dafachronic acid response; activation, % at 6.8 µM; 370,000 compounds, 1% hits;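 active = activation above the mean over all tested compounds plus 3 SD, cut at about 0.9% in these data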;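 note: 0% = DMSO-only wells and 100% = 3 µM delta7-dafachronic acid wells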
hgDAF12 agonist: H. glycines DAF-12 receptor agonists, primary screen, cell-based, luminescence, HEK293, GAL4 fusion, UAS-luciferase. Nuclear hormone receptor DAF-12 (Heterodera glycines), GAL4 fusion. HEK293 GAL4-hgDAF12 UAS-luciferase reporter, agonist luminescence; normalized to butyrate control. activation, % at 6.8 µM. 370,000 compounds, 1.8% hits. AID 687014, 2013;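 active = activation above a cutoff set at the mean of all screened compounds plus 3 SD, cut at about 10% in these data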;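 note: 0% = DMSO wells and 100% = sodium butyrate wells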
Rev-erbA mod: modulators of Rev-erb alpha DNA binding, primary screen, biochemical, FITC-DNA, fluorescence polarization, uHTS. Nuclear receptor subfamily 1 group D member 1 (Homo sapiens), P20393. Rev-erbα–FITC-DNA binding, 90 min. activity, % at 10 µM. AID 1259318, 2017. 370,000 compounds, 0.79% hits;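 active = activity above about 14%, limit read from the data; passing the limit was not always enough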;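 note: 0% = DMSO wells with 35 nM protein and 100% = DMSO wells with 750 nM protein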
DAX1 inh-2: DAX1 (NR0B1) inhibitors on StAR promoter, primary screen, cell-based, luminescence, SF-1 (NR5A1), full-length DAX-1; HEK293T StAR-luciferase reporter, SF-1/DAX-1 repression relief; inhibition, % at 6.8 µM; 370,000 compounds, 1.1% hits; AID 652010, 2013;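 active = inhibition above the mean over all tested compounds plus 3 SD, cut at about 3.6% in these data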;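 note: 0% = DAX-1 cells with DMSO and 100% = cells lacking DAX-1 with DMSO; higher inhibition means more luminescence from relief of DAX-1 repression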
PLCg1 inh: PLC-gamma1 enzyme inhibitors, primary screen, biochemical, fluorescence, purified enzyme | 370,000 compounds, 0.84% hits | inhibition, % at 12.2 µM | fluorogenic substrate | 1-phosphatidylinositol 4,5-bisphosphate phosphodiesterase gamma-1 (Homo sapiens), P19174; in the data active = inhibition above about 9.5%
MBD2 inh: inhibitors of MBD2 binding to methylated DNA, primary screen, biochemical, TR-FRET, DNA-binding domain, human; MBD2 binding to methylated oligonucleotide; 370,000 compounds, 0.31% hits; Methyl-CpG-binding domain protein 2 (Homo sapiens), Q9UBB5; inhibition, % at 4.4 µM; in the data active = inhibition above about 13%
PLCb3 inh: human PLC-beta3 inhibitors, primary screen, biochemical, fluorescence; Purified PLC-beta3, fluorogenic substrate; 370,000 compounds, 0.18% hits; 1-phosphatidylinositol 4,5-bisphosphate phosphodiesterase beta-3 (Homo sapiens), Q01970; inhibition, % at 12.2 µM; in the data active = inhibition above about 11%;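 note: 0% = median of compound wells on plate and 100% = full blocker control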
Target sequence (Q01970 whole entry, looked up): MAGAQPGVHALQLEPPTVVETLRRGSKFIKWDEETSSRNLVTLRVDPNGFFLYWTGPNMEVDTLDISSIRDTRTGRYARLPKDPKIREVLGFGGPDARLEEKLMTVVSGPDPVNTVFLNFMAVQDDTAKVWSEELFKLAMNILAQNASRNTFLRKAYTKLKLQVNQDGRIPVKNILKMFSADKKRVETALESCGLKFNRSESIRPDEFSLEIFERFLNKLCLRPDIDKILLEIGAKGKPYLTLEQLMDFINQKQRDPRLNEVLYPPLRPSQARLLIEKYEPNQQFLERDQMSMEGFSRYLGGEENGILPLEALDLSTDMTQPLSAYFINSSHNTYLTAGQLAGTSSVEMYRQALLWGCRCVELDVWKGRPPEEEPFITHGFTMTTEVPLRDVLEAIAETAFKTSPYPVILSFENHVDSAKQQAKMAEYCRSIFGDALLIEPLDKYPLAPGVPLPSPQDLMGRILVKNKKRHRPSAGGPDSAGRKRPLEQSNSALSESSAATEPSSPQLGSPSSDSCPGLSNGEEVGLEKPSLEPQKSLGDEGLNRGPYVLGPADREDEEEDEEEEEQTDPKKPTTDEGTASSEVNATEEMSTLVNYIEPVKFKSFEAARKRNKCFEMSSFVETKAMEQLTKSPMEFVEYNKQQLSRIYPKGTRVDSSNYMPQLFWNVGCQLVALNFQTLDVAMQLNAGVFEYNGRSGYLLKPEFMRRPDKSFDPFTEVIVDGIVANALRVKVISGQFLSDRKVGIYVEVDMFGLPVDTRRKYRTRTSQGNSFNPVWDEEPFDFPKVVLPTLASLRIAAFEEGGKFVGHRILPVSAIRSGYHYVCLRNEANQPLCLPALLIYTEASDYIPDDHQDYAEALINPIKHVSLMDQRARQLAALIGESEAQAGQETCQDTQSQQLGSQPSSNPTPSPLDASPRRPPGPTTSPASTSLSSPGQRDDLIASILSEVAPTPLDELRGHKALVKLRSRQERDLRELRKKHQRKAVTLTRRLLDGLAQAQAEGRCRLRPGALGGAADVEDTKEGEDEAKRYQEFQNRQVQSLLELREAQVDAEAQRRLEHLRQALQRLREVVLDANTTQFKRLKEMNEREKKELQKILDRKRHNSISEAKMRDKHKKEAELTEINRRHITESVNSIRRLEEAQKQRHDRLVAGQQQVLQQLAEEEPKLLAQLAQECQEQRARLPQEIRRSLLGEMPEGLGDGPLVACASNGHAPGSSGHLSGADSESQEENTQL
SMARCA2 act: SMARCA2 (BRM) function activators, primary screen, cell-based, luminescence, high throughput; MG213 cells, MMTV-luciferase reporter, dexamethasone, overnight; activation, % at 9.1 µM; 370,000 compounds, 1% hits; in the data active = activation above about 7.8%;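 note: 0% = vehicle wells and 100% = reference activator wells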
An asterisk follows results filed as active; i = inactive; . = no result given; & = joins results of further samples.

entry | smiles | hcDAF-12 act | DAX1 inh-1 | ADAM17 inh | ssDAF-12 act | hgDAF12 agonist | Rev-erbA mod | DAX1 inh-2 | PLCg1 inh | MBD2 inh | PLCb3 inh | SMARCA2 act
1 | COC(=O)C1=C(C)Nc2nnnn2C1c1cc(OC)ccc1OC (stereo not given) | 0.8 | -0.5 | -1 | -1.2 | 0.6 | 0 | -0.3 | 6 | 2 | -2 | 0
2 | CC1CN(c2nc3c(c(=O)n(Cc4ccc(Cl)cc4)c(=O)n3C)n2C)CC(C)O1 (stereo not given) | -3.1 | -1.2 | -2 | -1.5 | -4.3 | -5 | -0.9 | -2 | -6 | 0 | -4
3 | C/C(=N\NC(=O)c1ccccc1)c1ccc(N2CCCCC2)cc1 | 0.9 | 1.0 | 1 | 0.0 | 6.7 | 5 | 2.5 | -7 | 1 | -8 | 5
4 | COc1cc(NC(=O)c2n[nH]c(=O)c3ccccc23)cc(OC)c1 | -0.1 | 0.0 | -7 | -0.1 | 1.5 | 26* | 1.1 | 0 | 2 | -9 | 5
5 | O=C(c1ccccc1)N1CCN(S(=O)(=O)N2CCOCC2)CC1 | -0.5 | 0.1 | -2 | -1.2 | 0.1 | 11 | -0.3 | 1 | -2 | 3 | 0
6 | O=S1(=O)c2ccc(Br)cc2OC[C@@H](Cc2ccccc2)N1Cc1cn(Cc2ccco2)nn1 | -3.8 | . | 3 | -1.4 | -3.0 | 10 | -0.9 | 7 | -7 | -1 | -1
7 | Cc1ccc(/C(=N/Nc2ncnc3ccccc23)C(=O)O)cc1 | 17* | 2.8 | -170 | 1.9* | 18* | 6 | 3.7* | -129 | -1 | -188 | 3
8 | COc1cccc(NC(=O)CN2C(=O)NC(c3ccccc3)(c3ccccc3)C2=O)c1 | -1.5 | -0.7 | 6 | -1.6 | 1.7 | 5 | 0.0 | -1 | -3 | -6 | -4
9 | CC(=O)N1CCN(C(=O)CCNC(=O)c2ccc(Br)cc2)CC1 | 0.8 | 1.2 | 0 | 0.2 | 1.6 | -1 | -1.1 | -1 | 3 | -6 | 0
10 | O=C(NCc1ccccc1Cl)c1csc([C@@H]2O[C@H](CO)[C@@H](O)[C@H]2O)n1 | 0.6 | . | 2 | -1.5 | 0.4 | -5 | -0.7 | 3 | -2 | 2 | 2
11 | CCOc1ccc(C(=O)NNC(=O)c2cc(C)oc2C)cc1 | -1.3 | 2.0 | -5 | -0.8 | -2.7 | 1 | 1.1 | 4 | 1 | -5 | 2
12 | CCOC(=O)C1CCN(S(=O)(=O)c2ccc(-n3cnnn3)c(C)c2)CC1 | -1.0 | 2.3 | -1 | -0.9 | 0.7 | 6 | 0.2 | 1 | -2 | 3 | -1
13 | Cc1ccc(C(=O)NCCCNCCCN(C)C)cn1 | -1.2 | 0.2 | -3 | -1.8 | 1.1 | -5 | -0.4 | 2 | -4 | 0 | 1
14 | CC(C)OC(=O)N(C)C[C@H]1OCc2cnnn2CCCC(=O)N([C@H](C)CO)C[C@@H]1C | -1.1 | 0.4 | -4 | -1.0 | -0.7 | -1 | 1.3 | 4 | -4 | -2 | -4
15 | CN1CCC(N(C)CC(C)(C)NS(=O)(=O)c2ccccc2)CC1 | 0.7 | 1.9 | -3 | -0.6 | 2.9 | -5 | -0.1 | 0 | -2 | 2 | 1
16 | Cc1ccc(OCCn2cnc(Cl)c2Cl)cc1 | 0.5 | 1.4 | -6 | -0.7 | 3.0 | 1 | 2.1 | -1 | 3 | -9 | -1
17 | Cc1nn(-c2ccc(N3CCOCC3)nn2)c(C)c1CCC(=O)Nc1ccccc1 | 1.4 | 0.3 | -1 | -1.2 | 2.3 | -3 | 2.2 | -2 | -1 | -8 | 1
18 | CC1=CC(C)(C)N(C(=O)c2ccccc2)c2ccc(C)cc21 | 0.4 | -0.9 | 2 | -0.3 | 3.5 | 3 | -0.2 | -5 | -4 | 0 | -2
19 | CCN(CC)C(=O)[C@H]1C[C@H](CC(=O)NCC23CC4CC(CC(C4)C2)C3)C(=O)N2CCc3c([nH]c4ccc(Cl)cc34)[C@]12C | -0.7 | -0.3 | -2 | -1.1 | -4.3 | -9 | -0.3 | 1 | -2 | 1 | -3
20 | O=C(Nc1ccc(F)cc1)C1CCCN(S(=O)(=O)c2cccc3cccnc23)C1 (stereo not given) | 0.3 | -1.9 | 1 | -0.8 | -4.6 | 0 | -1.2 | 0 | 4 | 1 | 0
21 | Cc1c(C)c2cc(Cl)c(O)c(CN3CCN(C)CC3)c2oc1=O | -1.7 | 0.4 | i | -1.3 | 1.3 | -5 | 0.1 | i | -8 | i | 7
22 | Cc1ccccc1NC(=O)CCOc1ccccc1 | 0.9 | 0.2 | -4 | -0.6 | 6.1 | 3 | -0.2 | -1 | 3 | -3 | 1
23 | Cc1ccc(S(=O)(=O)Nc2ccc(S(=O)(=O)N3CCOCC3)cc2)cc1 | 2.8 | -0.1 | -2 | -0.8 | 0.5 | -5 | 2.1 | 1 | 1 | -6 | -1
24 | COc1cccc(CNC(=O)CN2C(=O)CSc3ccc(S(=O)(=O)N4CCCCC4)cc32)c1 | -2.5 | -1.0 | 1 | -0.9 | -1.6 | -1 | 0.1 | 2 | -2 | -2 | 2
25 | CC(C)c1ccc(NC(=O)c2cc(S(=O)(=O)N3CCCC3)c[nH]2)cc1 | -3.8 | -1.4 | 1 | -0.7 | -2.5 | 17 | -1.7 | 1 | -3 | 0 | -3
26 | Cc1cc(C)n2nc(C(=O)Nc3ccc(N4CCOCC4)cc3)nc2n1 | -1.2 | -0.1 | -4 | -0.9 | 0.5 | -4 | 0.4 | -3 | 1 | -1 | 0
27 | Cc1nc2ccc(NC(=O)C3CCN(S(=O)(=O)c4cccs4)CC3)cc2s1 | 0.4 | -1.2 | -1 | -1.0 | -3.6 | -3 | -1.2 | 2 | -2 | 0 | -2
28 | O=[N+]([O-])C(/C=C(\Cl)[N+](=O)[O-])=C1N(Cc2ccc(Cl)nc2)CCN1Cc1ccc(Cl)nc1 | -0.2 | -1.0 | 3 | -0.2 | 0.3 | -2 | -0.4 | 1 | -5 | 4 | -1
29 | CCn1c(COc2ccccc2C)nnc1SCC(=O)N1CCCCC1 | -2.1 | -0.9 | -2 | -1.9 | -2.9 | 3 | 0.7 | 14* | 0 | 1 | -4
30 | CC1(C)CC(=O)C(CS(=O)(=O)c2ccccc2)=C(Cl)C1 | -1.4 | -0.2 | -2 | -1.2 | -1.4 | -6 | -1.3 | -2 | 0 | -7 | -1
31 | Cc1cc(NC(=O)COc2ccc(F)c(Cl)c2)no1 | -0.1 | -0.2 | 3 | -0.7 | -1.1 | 1 | 0.1 | 0 | -2 | -7 | 0
32 | O=C(NCc1ccccn1)C(=O)Nc1cccc2ccccc12 | -1.0 | 0.5 | 0 | -1.7 | 1.5 | 1 | -0.6 | 5 | -1 | -3 | -3
33 | CCCCCC(=O)N1CCN(CCN=CC2=C(O)CC(c3ccc(OC)c(OC)c3)CC2=O)CC1 (stereo not given) | -0.4&0.2 | 1.3&-0.7 | -4&-4 | -1.1&-1.7 | 1.8&-2.1 | 3&2 | 1.6&-0.6 | 0&-1 | 0&3 | 1&3 | -5&-1
34 | Cc1cc(C(=O)NN=C2CCCC2)c2ccccc2n1 | 0.1 | -2.7 | 0 | -0.4 | 0.2 | -3 | -3.7 | 4 | -2 | -1 | -1
35 | COc1ccc(CNC(=O)CN(Cc2ccccc2OC)C(=O)c2csnn2)cc1 | -1.7 | 2.4 | 2 | -1.2 | 0.9 | 3 | -0.1 | 2 | -3 | -4 | -1
36 | CCN(c1ccc(NC(=O)COC(=O)c2ccc(S(=O)(=O)N3CCCC3)cc2)cc1)C(C)C | -0.6 | -0.3 | 0 | -1.2 | 2.1 | 1 | 0.0 | -2 | -3 | -3 | 0
37 | CCN1CCN(CC(=O)c2cc(Cl)ccc2Cl)CC1 | -0.3 | 2.4 | 0 | -1.9 | -0.5 | 4 | -0.4 | -3 | -2 | -10 | 0
38 | CCCc1nc2sc3ccccc3c(=O)c2c(=O)n1Cc1ccccc1 | -0.9 | -0.8 | -2 | -1.6 | 0.7 | 9 | -0.2 | 4 | 1 | -6 | -3
39 | NC(CO)c1csc(NC(=O)Nc2cccc(Cl)c2)n1 (stereo not given) | -0.3 | . | -3 | -1.4 | 1.1 | -3 | 0.5 | 0 | 3 | 2 | 0
40 | c1ccc(-c2cnc(C3CCCCC3)o2)cc1 | -0.5 | 0.8 | -6 | -0.3 | 3.2 | -8 | 0.1 | 6 | 3 | -2 | -1
41 | COc1ccc(NC(=O)N(CCc2c(C)[nH]c3ccccc23)Cc2cccs2)cc1OC | -1.7 | . | 3 | -1.2 | 0.8 | 8 | -2.7 | 4 | 2 | -2 | -6
42 | COc1ccc(C(C)(O)c2nc(-c3ccoc3)cs2)cc1 (stereo not given) | 0.6 | . | 1 | -1.6 | 1.7 | -3 | -0.7 | 1 | -2 | 4 | 3
43 | O=c1[nH]c(N2CCN(c3ccccc3)CC2)nc2c1CCCC2 | -2.5 | -1.1 | -5 | -0.8 | -0.2 | 1 | 0.0 | 4 | -2 | 6 | -1
44 | COc1ccc(-n2nc(C(=O)NCC(=O)N3CCCCCC3)c3ccccc3c2=O)cc1 | -0.6 | 1.4 | 0 | -0.9 | 2.5 | 2 | 0.4 | -65 | -2 | -121 | 5
45 | Cc1cc(C)c(OCC(=O)N(Cc2ccccc2)C2CCS(=O)(=O)C2)c(C)c1 (stereo not given) | 0.1 | -0.3 | -2 | -0.9 | -0.9 | -1 | 0.1 | 0 | -1 | -17 | -1
46 | Cc1ccc(S(=O)(=O)N2C[C@H]3C(=O)C[C@@H](c4ccccc4)N(S(=O)(=O)c4ccc(C)cc4)[C@H]3C[C@H]2c2ccccc2F)cc1 | -1.7 | . | 1 | -0.5 | -2.5 | -1 | -1.3 | 1 | 3 | 1 | -3
47 | Cc1cc(C(=O)NP(=O)(N2CCOCC2)N2CCOCC2)c(C)n1-c1ccc(N(C)C)cc1 | 3.8 | -1.3 | -1 | -1.6 | 0.1 | 2 | -0.1 | 3 | -8 | -4 | 0

Screening results: PubChem BioAssay, several laboratories
